PRMT1 inh: PRMT1 methyltransferase inhibitors, primary screen, biochemical, fluorescence polarization; Protein arginine N-methyltransferase 1 (Homo sapiens), Q99873; recombinant PRMT1, activity-based probe fluorescence polarization; inhibition, % at 2.79 µM; hit rate 1.3% among 370,000; AID 652257, 2013;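 active means inhibition above about 21% made by adding two undisclosed values, limit read from the data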
rCAG RNA binder: binders of r(CAG) RNA repeats, primary screen, biochemical, fluorescence; r(CAG) RNA repeat, TO-PRO-1 dye displacement fluorescence; hit rate 1.3% among 370,000; AID 651821, 2012; inhibition, % at 3 µM;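 active means inhibition above the plate cutoff, the mean of all test compounds on that plate plus 3 SD, cut at about 35% in these data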;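 further: 0% = DMSO alone and 100% = 100 µM mitoxantrone as full dye displacement; higher means more dye released from RNA so lower well fluorescence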
mABHD4 FP: ABHD4 inhibitors, primary screen, biochemical, fluorescence polarization, mouse | (Lyso)-N-acylphosphatidylethanolamine lipase (Mus musculus), Q8VD66 | purified mABHD4, FP-Rh probe fluorescence polarization | inhibition, % at 8.92 µM | hit rate 0.54% among 370,000 | AID 720543, 2013;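 active means inhibition exceeding the mean over every tested compound plus 3 SD, cut at about 30% in these data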;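 further: 0% = plate median of compound wells and 100% = S159A mutant with DMSO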
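assay system = mABHD4 protein | compound dosing = single nominal dose of 8.92 µM, 0.89% DMSO final | read-out basis = percent inhibition of probe binding, normalized to plate controls | schedule = Enzyme–compound pre-incubation 45 min, then probe 60 min, both 25 °C | detection = fluorescence polarization, excitation 525 nm, emission 598 nm, BODIPY TMR filters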
SIAE inh: human SIAE inhibitors, primary screen, biochemical, fluorescence polarization, FP-Rh probe, 1536-well HTS | SIAE FP-Rh probe binding | hit rate 0.69% among 370,000 | inhibition, % at 9.66 µM;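 active means inhibition above a cutoff: mean of compounds within the control limits plus 3 SD of those, cut at about 17% in these data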;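 further: 0% = plate median of compound wells and 100% = probe without SIAE protein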
Target sequence (Q9HAT2 whole entry, looked up): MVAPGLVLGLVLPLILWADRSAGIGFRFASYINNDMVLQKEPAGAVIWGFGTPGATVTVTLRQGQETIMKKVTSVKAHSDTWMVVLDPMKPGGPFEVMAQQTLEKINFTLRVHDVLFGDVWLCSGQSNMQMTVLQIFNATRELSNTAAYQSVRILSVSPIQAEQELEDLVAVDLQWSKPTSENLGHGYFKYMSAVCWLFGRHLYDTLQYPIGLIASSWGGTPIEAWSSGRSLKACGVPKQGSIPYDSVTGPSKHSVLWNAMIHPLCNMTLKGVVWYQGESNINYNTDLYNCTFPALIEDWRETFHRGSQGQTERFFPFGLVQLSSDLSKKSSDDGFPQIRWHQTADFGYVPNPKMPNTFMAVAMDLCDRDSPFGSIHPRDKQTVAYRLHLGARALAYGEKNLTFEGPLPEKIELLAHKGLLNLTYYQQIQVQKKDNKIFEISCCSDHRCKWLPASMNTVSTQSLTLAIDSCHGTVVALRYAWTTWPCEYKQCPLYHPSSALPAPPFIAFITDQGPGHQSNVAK
Rev-erbA mod: modulators of Rev-erb alpha DNA binding, primary screen, biochemical, FITC-DNA, fluorescence polarization, uHTS; Nuclear receptor subfamily 1 group D member 1 (Homo sapiens), P20393; Rev-erbα–FITC-DNA binding, 90 min; activity, % at 10 µM; hit rate 0.79% among 370,000; AID 1259318, 2017;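 active means activity above about 14%, limit read from the data; passing the limit was not always enough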;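 further: 0% = DMSO wells with 35 nM protein and 100% = DMSO wells with 750 nM protein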
Target sequence (P20393 whole entry, looked up): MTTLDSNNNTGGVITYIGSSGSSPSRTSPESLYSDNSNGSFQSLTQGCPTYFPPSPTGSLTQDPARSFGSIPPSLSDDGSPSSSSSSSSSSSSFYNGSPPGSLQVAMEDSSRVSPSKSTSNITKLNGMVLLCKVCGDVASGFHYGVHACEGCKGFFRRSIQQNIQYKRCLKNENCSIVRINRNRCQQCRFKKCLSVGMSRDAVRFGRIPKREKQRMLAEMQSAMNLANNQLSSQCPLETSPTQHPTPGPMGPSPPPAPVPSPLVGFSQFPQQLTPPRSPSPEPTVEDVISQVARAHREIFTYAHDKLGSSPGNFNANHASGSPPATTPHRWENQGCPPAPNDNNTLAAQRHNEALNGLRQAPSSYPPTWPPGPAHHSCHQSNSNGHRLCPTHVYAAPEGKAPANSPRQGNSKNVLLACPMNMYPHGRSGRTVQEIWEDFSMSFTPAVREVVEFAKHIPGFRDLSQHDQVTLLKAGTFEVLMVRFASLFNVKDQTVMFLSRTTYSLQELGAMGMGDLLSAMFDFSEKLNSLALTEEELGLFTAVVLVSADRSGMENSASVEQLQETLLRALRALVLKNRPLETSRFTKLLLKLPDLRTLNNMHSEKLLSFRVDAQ
HTRA1 inh: HTRA1 serine protease inhibitors, primary screen, biochemical, fluorescence polarization, HTS | Q92743 | recombinant HTRA1, FP-rhodamine activity-based probe | inhibition, % at 5.96 µM | hit rate 0.5% among 340,000 | AID 504803, 2011; in the data active means inhibition above about 36%;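 further: 0% = enzyme with DMSO and 100% = wells lacking enzyme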
TCR-CD3 inh: inhibitors of human TCR-CD3 interaction, primary screen, biochemical, fluorescence, TAMRA-labeled TCR probe; T-cell receptor (TCR); inhibition, % at 9.4 µM; hit rate 0.37% among 360,000; AID 651800, 2012; in the data active means inhibition above about 19%;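 further: recombinant mutant TCR 2C K166C tagged with TAMRA read by polarization; 0% = receptor in buffer alone and 100% = receptor with positive control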
PG9 binder: binders of HIV-1 gp120 antibody PG9, primary screen, biochemical, TR-FRET. HIV-1 gp120 / PG9 antibody interaction. TR-FRET gp120-PG9 antibody binding. inhibition, % at 6.7 µM. hit rate 0.43% among 360,000; in the data active means inhibition above about 8.5%
TDP2 absorb: human TDP2 enzyme inhibitors, primary screen, biochemical, epi absorbance, recombinant enzyme | Tyrosyl-DNA phosphodiesterase 2 (Homo sapiens), O95551 | T5PNP hydrolysis, p-nitrophenol absorbance 415 nm | inhibition, % at 12.8 µM | hit rate 0.34% among 370,000 | AID 720702, 2013;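 active means inhibition above the mean of all tested compounds plus 3 SD, set per campaign, cut at about 25% in these data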;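 further: 0% = DMSO with enzyme and 100% = buffer with substrate but no TDP2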
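Evaluation: % inhibition relative to enzyme-containing and enzyme-free wells. Material: recombinant human TDP2. Benchmarks: enzyme-free and DMSO wells. Timing: enzyme reaction with compound for 2 h at 37 °C. Compound dosing: 12.8 µM only. Measured by: p-Nitrophenol epi absorbance. Reagent: T5PNP substrate at 5 mM, a TopII-DNA adduct mimic. Replication: single well per compound.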
LEDGF integ inh: blockers of LEDGF/p75-dependent integrase strand transfer – biochemical, TR-FRET, high throughput, primary screen. HIV-1 integrase (with human LEDGF/p75). TR-FRET IN-LEDGF/p75 DNA integration, Eu/Cy5. inhibition, % at 3.7 µM. hit rate 0.64% among 370,000. AID 743269, 2014;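 active means inhibition above the screen-wide mean plus 3 SD, cut at about 13% in these data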;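 further: signal is the Cy5 over europium emission ratio at 671 and 618 nm; 0% = plate median of compound wells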
Starred values were filed as active, the others as inactive; x = no result given. An excerpt; count on the stated rates, not on these rows.

SMILES	PRMT1 inh	rCAG RNA binder	mABHD4 FP	SIAE inh	Rev-erbA mod	HTRA1 inh	TCR-CD3 inh	PG9 binder	TDP2 absorb	LEDGF integ inh
O=C1N2CCc3ccccc3C2CS(=O)(=O)N1CCc1ccccc1 (stereo unspecified)	-5	-1	5	-2	8	x	x	x	2	4
Cc1ccc(-n2ncc(C(=O)NCC3CCN(C4CCCC4)C3)c2C2CCN(C(=O)OC(C)(C)C)CC2)cc1C (stereo unspecified)	-7	-4	-2	-4	-1	-3	4	-1.7	-6	1
O=C(NCc1ccc(F)cc1)c1ccc2c(=O)n3c(nc2c1)CCCCC3	-1	0	2	-1	-1	7	1	-0.5	4	2
O=[N+]([O-])c1cc(-c2nnc(-c3ccccc3)o2)ccc1Oc1ccc(Cl)cc1	1	0	6	-7	5	3	-4	-0.6	8	-2
Nn1c(SCc2cccc3ccccc23)nnc1-c1cc(-c2ccc(Cl)cc2)n[nH]1	1	7	0	-3	-5	x	x	x	2	-2
Cn1ncc2c1ncn1nc(COc3ccc4ccccc4c3)nc21	-4	1	-3	9	5	6	-1	-0.1	-4	-7
O=Cc1ccc(Oc2nc(Cl)ncc2F)cc1	5	2	-1	-2	4	4	-2	-1.2	3	4
COc1ccc(CNS(=O)(=O)c2c(C)[nH]c(C)c2C(=O)N2CCCC2)cc1	0	-1	2	-2	-2	-26	-3	-0.7	2	-1
CC1(C)N=C(/C=N/O)CN1O	-1	0	4	1	-2	6	-1	-2.7	1	2
CCOCCCNC(=O)C1CCCCN1S(=O)(=O)c1ccc(F)cc1 (stereo unspecified)	1	-4	7	-5	6	2	-1	-2.0	4	4
Cc1c(Cl)ccc2sc(NC(=O)CN3C(=O)c4ccccc4C3=O)nc12	4	-1	-17	-5	-3	-6	2	0.6	-11	-3
CCc1ccc(NC(=O)/C(C#N)=C/c2ccncc2)cc1	1	2	1	-5	-7	3	12	-1.8	3	2
Cc1cc2nc(-c3ccc[nH]c3=O)n(Cc3ccccc3F)c2cc1C	5	0	-6	6	-1	-4	-7	0.4	-4	-3
CC(C)(C)n1nc(C2CC2)cc1NC(=O)Nc1ccccc1	4	1	8	4	-4	x	-3	0.8	10	-4
O=Cc1sc(=O)n(Cc2cccc(C(=O)O)c2)c1Cl	19	5	-19	-3	-3	-2	2	0.3	-1	2
Cn1c2c(c(=O)n(C)c1=O)C(NC(=O)C(C)(C)C)(C(F)(F)F)C(=O)N2 (stereo unspecified)	-2	0	1	1	-1	4	5	-1.6	8	-1
Cc1c(NC(=O)CCC(=O)N2CCOCC2)c(=O)n(-c2ccccc2)n1C	1	1	9	2	-3	3	5	-0.2	-14	0
CCN(CC)S(=O)(=O)c1cccc(C(=O)Nc2cc(C)on2)c1	-3	-4	0	0	-4	3	6	-0.1	0	4
COc1ccc(Cl)cc1S(=O)(=O)N1CCN(c2ccc(F)cc2)CC1	0	0	-2	-2	6	-12	3	1.6	2	1
O=C1NC(NS(=O)(=O)c2ccccc2)(C(F)(F)F)C(=O)N1c1ccc(F)cc1 (stereo unspecified)	0	1	-1	-2	-1	4	3	-1.3	0	-1
Cc1ccc(N=Nc2ccc(O)c3ncccc23)cc1	-1	6	16	3	7	50*	5	1.3	0	6
COc1ccc(NC(=O)C(c2ccc(C)cc2)N(C)C(=O)CC2NC(=O)NC2=O)cc1 (stereo unspecified)	-1	-3	-5	-1	5	3	2	-1.5	-1	1
CC1CCN(S(=O)(=O)c2nnc(NC(=O)COc3ccccc3F)s2)CC1	1	8	2	-6	1	-3	-3	1.5	5	-3
Cc1ccc(NC(=O)C(OC(=O)c2cnc(C)cn2)c2ccccc2)c([N+](=O)[O-])c1 (stereo unspecified)	2	-3	-5	3	4	2	-2	0.1	2	-3
CC1CCCC(C)N1S(=O)(=O)c1ccc(NC(=O)CNC2CCCC2)cc1 (stereo unspecified)	3	-5	5	11	0	-2	-5	2.4	-8	-1
C=CCn1c(=O)n(C)c2c(=O)n(C)c(=O)n(C)c21	-6	2	-3	3	2	-3	6	1.9	9	0
CCCCC(c1nnnn1CCOC)N1CCN(Cc2ccccc2)CC1 (stereo unspecified)	-1	-7	4	-2	1	-1	3	-0.7	-3	0
Nc1c(-c2ccc3c(c2)OCCO3)oc2ccccc2c1=O	7	3	5	3	5	3	-5	1.1	-14	1
O=C(/C=C/c1ccccn1)c1cc(Br)ccc1O	-3	1	4	4	1	-5	-4	-1.8	6	-4
CCOC(=O)N1CCN(c2ccc(C(=O)CC)cc2F)CC1	-3	-3	4	7	1	-4	-3	0.0	8	1
COc1ccc(NS(=O)(=O)c2cccc(C(=O)N/N=C/c3ccc(O)cc3)c2)cc1	4	12	-37	-22	1	-19	-5	-1.5	-9	-4
CCOC(=O)c1cnc2ccccc2c1NCCc1ccc(OC)c(OC)c1	-4	0	-8	-5	6	-14	-6	-2.1	-19	6
CC(C)(CNc1ccc([N+](=O)[O-])cc1C#N)N1CCOCC1	1	-4	-2	2	0	-7	0	-1.6	8	0
COc1ccccc1Nc1nnc(SCC2CCCCO2)s1 (stereo unspecified)	2	-2	-3	4	3	-11	-2	-1.4	2	-10
Cc1ccc(/C([O-])=C(/C(=S)NCc2ccc3c(c2)OCO3)[n+]2ccc(N(C)C)cc2)c(C)c1	-4	-2	1	-1	3	-9	0	-2.0	9	1
Cc1ccccc1NC(=O)CCC(=O)N/N=C/c1ccncc1	10	-2	-21	-6	2	-1	-2	-0.8	-1	-2
O=C(CSc1nc2ccccc2o1)Nc1ccccc1N1CCOCC1	2	-4	-17	-7	1	-14	-2	-1.3	10	2
COc1ccc(C(C(=O)NCCC(C)C)N(CCN2CCOCC2)C(=O)Cn2nnc3ccccc32)c(OC)c1 (stereo unspecified)	-4	-10	-1	-8	0	4	8	0.6	-8	-2
CCOc1ccc(N(CC(=O)Nc2cccnc2)S(C)(=O)=O)cc1	-2	-3	5	-3	3	4	3	-2.1	-15	-4
O=c1[nH]c2ccccc2cc1CN(Cc1cccnc1)S(=O)(=O)c1ccc([N+](=O)[O-])cc1	4	-1	3	-3	-1	-5	-4	-0.3	3	0
Cn1c(N)c(C(=O)COC(=O)Cc2ccc(Cl)c(Cl)c2)c(=O)n(C)c1=O	0	3	-4	-1	1	-12	8	-0.4	-4	0
CS(=O)(=O)N1CCC(Oc2ccccc2C(=O)NCCCc2cccnc2)CC1	-1	-7	-3	-4	1	7	-9	-0.2	-26	2
COc1ccc(C(C)=O)cc1COc1ncnc2ccccc12	0	0	-4	7	5	3	2	0.0	5	3
CS(=O)(=O)NCc1ccc(C(=O)NCc2ccccc2)cc1	1	-3	4	4	0	0	2	-1.2	5	-3
C[C@@H]1CN(C(=O)c2nc3ccc(Cl)cn3c2CN(C)CCc2cnn(C)c2)C[C@H](C)O1	-1	-6	1	1	0	0	6	0.1	22	2
CN(C)c1ccc(C(=S)N2CCNCC2)cc1	-2	1	0	-2	-3	11	1	-2.0	-5	1
CCOC(=O)CC/C(C)=N\N=C1\SC(CC(=O)O)C(=O)N1c1ccccc1 (stereo unspecified)	1	5	-3	-3	3	9	-5	-1.8	8	-2
O=C(CCc1c[nH]c2ccccc12)OCC(=O)c1ccccc1	-3	4	-4	7	0	2	-5	0.6	-4	2

Given with values under each structure: entries from further up.
The line under a structure holds: PRMT1 inh | rCAG RNA binder | mABHD4 FP | SIAE inh | Rev-erbA mod | HTRA1 inh | TCR-CD3 inh | PG9 binder | TDP2 absorb | LEDGF integ inh
Cc1ccccc1NC(=O)CCC(=O)N/N=C/c1ccncc1
→ 10 | -2 | -21 | -6 | 2 | -1 | -2 | -0.8 | -1 | -2
O=C(CSc1nc2ccccc2o1)Nc1ccccc1N1CCOCC1
→ 2 | -4 | -17 | -7 | 1 | -14 | -2 | -1.3 | 10 | 2

The listing continues:
SMILES	PRMT1 inh	rCAG RNA binder	mABHD4 FP	SIAE inh	Rev-erbA mod	HTRA1 inh	TCR-CD3 inh	PG9 binder	TDP2 absorb	LEDGF integ inh
C/C(CC(=O)Nc1ccc2c(c1)OCO2)=N\NC(=O)C(c1ccccc1)c1ccccc1	2	0	-5	3	3	-24	4	-0.9	6	-2
Cn1nnc(NC(=S)NC(=O)c2cc3ccccc3o2)n1	-12	-2	4	0	1	-3	-6	-2.6	-1	1
COc1ccccc1N1CCN(Cc2nc(N)nc(Nc3ccc(C)c(Cl)c3)n2)CC1	0	11	-2	-2	2	-15	-4	-2.6	-11	13*
CC(C)C(=O)Nc1ccccc1C(=O)N/N=C/c1ccc([N+](=O)[O-])cc1	-1	3	-3	1	-1	-1	12	-1.0	8	2
Cc1ccc(C(=O)CCS(=O)(=O)c2ccc(Cl)cc2)cc1	15	-5	-2	3	1	5	-6	-1.8	1	-8
CC(C)C(C(=O)NC1CCCCC1)N(CC1CCCO1)C(=O)CNS(=O)(=O)c1ccc(F)cc1 (stereo unspecified)	-1	2	1	-1	-2	10	0	-1.2	-16	0
O=C(O)CC(c1cccc([N+](=O)[O-])c1)N1Cc2ccccc2C1=O (stereo unspecified)	-5	-1	-7	4	-7	-1	-5	-2.4	6	4
C=CCn1c(C)c(/C=C/c2cc[n+](C)cc2)c2ccccc21	-35	-295	-5	-1	237*	5	-7	-17	-23	-9
CC(=O)Nc1ccc(S(=O)(=O)N2CCN(c3cc(C(F)(F)F)ccn3)CC2)cc1	1	2	-8	-6	5	-9	5	0.9	-5	-2
CC1(C)CN(C2CCCCC2)C(=O)[C@H]1CC(=O)Nc1ccc(Br)cc1	2	-1	5	1	-5	-16	0	-1.2	-1	0
O=C(CN1C(=O)COc2ccc(Cl)cc21)Nc1nccs1	-9	-1	-3	-5	8	2	3	-2.0	6	4
CCc1ccc(NC(=O)CSc2nnc(CC)c(CC)n2)cc1	-2	-1	-1	8	3	-7	10	-0.7	11	-3
Cc1cc(=O)[nH]c(SCCOc2ccc(OC(C)C)cc2)n1	0	-1	3	5	1	-2	-5	-0.1	4	-1
O=C(CSc1nnc(C2CC2)n1-c1ccccc1)N1CCNC1=O	-2	2	5	-7	2	3	-4	1.1	0	3
O=CNCC(=O)NCCc1ccc(Cl)cc1	2	0	-2	-2	6	-3	0	-0.1	15	0
CCC(C)N(C(=O)CN1C(=O)C2CCCCN2C(=O)c2ccccc21)C(C)CC (stereo unspecified)	1	-1	5	3	-5	x	x	x	6	0
C/C(=N/NC(N)=S)c1ccccc1[N+](=O)[O-]	-1	-2	2	12	-4	1	-2	-1.8	5	2

Screening results (PubChem BioAssay)
